From PubChem
Mcl1 Noxa PPI = Mcl-1/Noxa binding inhibitors, primary screen, biochemical, TR-FRET, 1536-well; AID 1022, 2008; inhibition, % at 21.7 µM; 1.5% of 220,000 active; TR-FRET Mcl-1/Noxa peptide binding, 2 h;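 active means compounds that cut the protein-peptide binding signal by more than 50% relative to plate controls in a single-dose test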;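 further: His-tagged Mcl-1 with rhodamine Noxa BH3 peptide and terbium anti-His antibody; 0% = Mcl-1 plus Noxa peptide wells and 100% = peptide-only wells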
Rac1 act GTP bind = GTP binding modulators of activated mutant Rac1, primary screen, biochemical, bead-based flow cytometry, multiplex, fluorescent GTP | AID 764, 2007 | Ras-related C3 botulinum toxin substrate 1 (Homo sapiens), P63000 | GST-Rac1 activated beads; actives lie on both sides; 100% means binding = to untreated wells | percent activity (GTP binding), % at 10 µM | 0.11% of 190,000 active;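 active means GTP binding at least 20 percentage points away from the 100% baseline, in either direction, so actives lie on both sides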
ABCB1 block = ABCB1 efflux pump inhibitors, primary screen, cell-based, multiplex, flow cytometry, ABCG2 counter-screen; ATP-dependent translocase ABCB1 (Homo sapiens), P08183; CCRF-Adr cells, JC-1 efflux; inhibition, % at 6.6 µM; 0.067% of 190,000 active; AID 1326, 2008; in the data active means inhibition above about 40%;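 further: 0% = vehicle and 100% = reference inhibitor; higher value means more JC-1 retained so stronger ABCB1 efflux block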
Target sequence (P08183 whole entry, looked up): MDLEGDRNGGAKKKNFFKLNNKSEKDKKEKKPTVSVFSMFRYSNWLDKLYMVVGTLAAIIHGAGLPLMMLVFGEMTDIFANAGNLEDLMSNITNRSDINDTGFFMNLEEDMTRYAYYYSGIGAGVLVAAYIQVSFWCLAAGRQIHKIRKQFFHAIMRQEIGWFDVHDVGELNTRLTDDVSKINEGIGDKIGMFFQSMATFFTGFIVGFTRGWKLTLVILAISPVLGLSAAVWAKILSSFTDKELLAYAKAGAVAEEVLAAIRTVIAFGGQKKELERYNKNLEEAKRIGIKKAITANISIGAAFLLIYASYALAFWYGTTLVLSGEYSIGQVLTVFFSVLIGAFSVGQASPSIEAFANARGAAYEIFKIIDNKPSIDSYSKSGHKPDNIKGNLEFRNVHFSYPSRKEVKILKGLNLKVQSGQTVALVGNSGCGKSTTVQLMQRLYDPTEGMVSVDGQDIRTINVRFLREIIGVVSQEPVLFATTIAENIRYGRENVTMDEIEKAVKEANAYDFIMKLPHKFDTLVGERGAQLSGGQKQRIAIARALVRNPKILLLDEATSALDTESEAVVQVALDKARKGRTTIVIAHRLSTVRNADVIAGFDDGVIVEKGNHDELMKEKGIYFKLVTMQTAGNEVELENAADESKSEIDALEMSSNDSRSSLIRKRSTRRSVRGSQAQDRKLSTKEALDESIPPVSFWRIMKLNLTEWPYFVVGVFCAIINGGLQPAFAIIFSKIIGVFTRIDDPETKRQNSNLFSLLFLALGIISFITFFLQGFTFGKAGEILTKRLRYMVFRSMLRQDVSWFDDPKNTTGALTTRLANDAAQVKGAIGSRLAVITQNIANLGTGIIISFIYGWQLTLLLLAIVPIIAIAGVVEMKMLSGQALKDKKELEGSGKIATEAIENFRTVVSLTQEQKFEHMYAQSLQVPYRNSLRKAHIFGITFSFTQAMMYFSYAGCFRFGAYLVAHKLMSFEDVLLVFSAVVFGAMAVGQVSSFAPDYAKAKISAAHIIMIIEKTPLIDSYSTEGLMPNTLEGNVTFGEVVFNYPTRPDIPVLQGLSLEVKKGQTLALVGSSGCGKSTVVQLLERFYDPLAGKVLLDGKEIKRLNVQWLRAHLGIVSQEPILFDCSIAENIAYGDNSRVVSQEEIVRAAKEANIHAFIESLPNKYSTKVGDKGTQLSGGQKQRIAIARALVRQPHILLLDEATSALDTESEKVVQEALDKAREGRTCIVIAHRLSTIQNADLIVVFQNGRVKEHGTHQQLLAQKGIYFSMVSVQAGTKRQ
ABCG2 block = ABCG2 efflux pump inhibitors, primary screen, multiplex with ABCB1, IgMXP3 cells, flow cytometry; 0.1% of 190,000 active; inhibition, % at 6.6 µM; JC-1 efflux; Broad substrate specificity ATP-binding cassette transporter ABCG2 (Homo sapiens), Q9UNQ0;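 active means inhibition above 80%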;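 further: 0% = DMSO and 100% = nicardipine control wells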
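Test system: IgMXP3 (ABCG2) plus far-red-tagged CCRF-Adr (ABCB1) cells / Amount: 3 million cells/mL in well / Reagent: JC-1 transporter substrate / Timing: 10 min compound exposure, 25 °C / Signal: flow cytometry, 530 nm JC-1 signal / Read-out: percent efflux inhibition, scaled nicardipine 100% to DMSO 0% / Benchmarks: nicardipine as high control, DMSO as low control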
Rac1 wt GTP bind = wildtype Rac1 GTP binding modulators, primary screen, biochemical, GST-Rac1 beads, flow cytometry, multiplex. fluorescent GTP binding; actives lie on both sides; 0 = cold GTP competed, 100 = untreated. GTP binding activity (% of control), % at 10 µM. 0.27% of 190,000 active. AID 757, 2007;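 active means GTP binding activity at least 20 points away from the 100% control level, either lower or higher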
Pf gamet viab = late stage P. falciparum gametocyte viability inhibitors, primary screen, ATP luminescence, HTS; P. falciparum stage V gametocytes, 24 h; inhibition, % at 10.9 µM; 0.065% of 150,000 active; AID 743093, 2013;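 active means inhibition above the mean plus 3 SD of compounds within the control limits, set per campaign, cut at about 38% in these data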;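 further: 0% = DMSO wells and 100% = medium only without gametocytes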
Rab2A wt mod = modulators of GTP binding to Rab2A wildtype, primary screen, biochemical, dog, bead-based flow cytometry, multiplex. GST-Rab2 wt beads, Bodipy-GTP binding. GTP binding activity, % at 10 µM. 0.19% of 190,000 active. AID 760, 2007;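 active means GTP binding activity at least 20 points away from 100%, either lowered or raised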;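 further: 0% = beads with excess unlabeled GTP and 100% = no-compound control corrected for plate trend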
Avidin fluor = green autofluorescence of compounds with avidin beads – biophysical, 488/530 nm, flow cytometry, artefact control, profiling panel. compound fluorescence 488/530 nm; stronger effect = higher value. fluorescence (KMESF) at 10 µM. 0.38% of 220,000 active; in the data active means fluorescence above about 47; further: inactives centre near 10
HRas wt GTP = modulators of GTP binding to HRas wildtype, primary screen, biochemical, bead-based flow cytometry, multiplex; GTPase HRas (Homo sapiens), P01112; GST-Ras wt beads, Bodipy-FL-GTP binding; actives lie on both sides; GTP binding activity, % at 10 µM; 0.14% of 190,000 active;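 active means GTP binding activity at least 20% away from the 100% baseline, either lowered as inhibitor or raised as activator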;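 further: 0% = unlabeled GTP competition control and 100% = no-compound control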
Cdc42 wt = modulators of GTP binding to wildtype Cdc42, primary screen, biochemical, multiplex bead flow cytometry, Bodipy-GTP. GST-Cdc42 beads; actives lie on both sides. percent activity (GTP binding), % at 10 µM. Cell division control protein 42 homolog (Homo sapiens), P60953. 0.2% of 190,000 active;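 active means percent activity GTP binding at least 20 points away from the 100% baseline, either down as inhibitor or up as activator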;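 further: median bead fluorescence of bound Bodipy-FL-GTP at 100 nM; 0% = excess unlabeled GTP control and 100% = no compound control; below 100% means less GTP binding so inhibitor and above means activator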
Rab7 wt modul = modulators of GTP binding to Rab7, primary screen, biochemical, wildtype, multiplex bead flow cytometry; Rab7 GTPase wild type (dog), Bodipy-FL-GTP binding; GST-Rab7 beads, fluorescent GTP binding; actives lie on both sides; untreated = 100%, excess cold GTP = 0%; GTP binding activity (percent of control), % at 10 µM; 0.055% of 190,000 active; AID 758, 2007;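 active means fluorescent GTP binding to Rab7 beads changed by at least 20 points from the 100% baseline, either direction, mostly lower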;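 further: median green fluorescence of bound Bodipy-FL-GTP per Rab7 bead population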
An asterisk follows results filed as active; . = no result given.

SMILES | Mcl1 Noxa PPI | Rac1 act GTP bind | ABCB1 block | ABCG2 block | Rac1 wt GTP bind | Pf gamet viab | Rab2A wt mod | Avidin fluor | HRas wt GTP | Cdc42 wt | Rab7 wt modul
Cc1ccc(NC(=O)NNC(=O)c2cccs2)cc1 | 7 | 98 | 0.4 | 1 | 103 | 9 | 99 | 7 | 98 | 101 | 102
Cc1ccc(CNCc2cccnc2)s1 | 14 | 98 | 0.1 | 0 | 101 | 1 | 98 | 11 | 99 | 98 | 100
CN1CCN(NC(=O)c2cccc3ccccc23)CC1 | 8 | 101 | 0.7 | 5 | 106 | 11 | 99 | 6 | 101 | 102 | 98
Cn1c(=O)n(C)c2cc(NS(=O)(=O)c3ccc(Cl)s3)ccc21 | 11 | 97 | 0.6 | 6 | 100 | 2 | 99 | 7 | 96 | 97 | 96
O=C(Cn1c(C(=O)NCCCN2CCOCC2)cc2sccc21)c1ccccc1 | -9 | 102 | 0.9 | 3 | 108 | 12 | 103 | 39 | 104 | 108 | 101
CN1CCN(CCCNC(=O)c2ccc3c(c2)N(Cc2ccccc2)CCS3)CC1 | 11 | 98 | 0.5 | 0 | 102 | . | 97 | 3 | 96 | 97 | 95
CCOc1cc(C(=S)N2CCCC2)ccc1OCC(=O)Nc1c(C)cc(C)cc1C | -9 | 98 | -0.5 | -1 | 99 | . | 102 | 5 | 100 | 97 | 100
CCCn1c(=C(C#N)C#N)s/c(=C2\C=Cc3ccccc3N2CC)c1=O | 3 | 95 | 0.7 | 15 | 95 | -20 | 94 | 8 | 95 | 96 | 98
CCOc1ccc(NC(=O)CN(C)CC(=O)Nc2ccc(Br)cc2F)cc1OCC | 11 | 91 | 2.2 | 29 | 96 | -36 | 92 | 13 | 93 | 89 | 95
O=C(CSc1ccccn1)N1CCN(c2cccc(Cl)c2)CC1 | 2 | 102 | 0.2 | 2 | 105 | 3 | 97 | 7 | 99 | 103 | 96
CC(=NCCc1ccccc1)C1=C(O)COC1=O | 10 | 96 | -1.9 | -2 | 101 | 20 | 95 | 6 | 96 | 99 | 97
O=C(CCc1ccc(S(=O)(=O)NCc2ccccc2)cc1)NCC1CCCO1 (stereo unspecified) | -2 | 104 | 0.2 | 2 | 105 | -14 | 98 | 3 | 103 | 109 | 98
Clc1ccc2nc(CN3CCCCCC3)cn2c1 | 4 | 99 | 0.0 | 0 | 101 | . | 104 | 9 | 101 | 102 | 98
CCN(CC)P(=O)(Nc1cccc(C(F)(F)F)c1)c1ccc(N(C)C)cc1NC(=O)c1ccco1 (stereo unspecified) | 14 | 94 | 56* | 22 | 94 | -4 | 93 | 13 | 92 | 91 | 100
S=c1[nH]nc(NCCc2ccccc2)s1 | -9 | 93 | -0.1 | 0 | 96 | 2 | 94 | 13 | 94 | 96 | 97
CC(C)(C)c1cc(CCC(=O)NNC(=O)c2ccco2)cc(C(C)(C)C)c1O | 5 | 101 | 0.5 | 2 | 103 | . | 101 | 6 | 101 | 103 | 99
COC(=O)Cc1n[nH]c(=O)c2ccccc12 | 2 | 100 | 0.2 | 0 | 108 | . | 105 | 9 | 105 | 105 | 106
COc1ccc(C(O)C(CC(=O)NCCCOC(C)C)C(=O)NCCCOC(C)C)cc1OC (stereo unspecified) | -6 | 99 | 0.4 | 1 | 101 | -17 | 101 | 13 | 102 | 101 | 94
Cc1cc([N+](=O)[O-])ccc1NCc1ccc2ccccc2c1 | 7 | 101 | -0.2 | 0 | 104 | . | 103 | 10 | 102 | 103 | 104
O=C(NCCN1CCOCC1)c1ccc2c(c1)N(Cc1c(F)cccc1Cl)C(=O)c1ccccc1S2 | 7 | 95 | 14 | -5 | 97 | 13 | 97 | 10 | 97 | 100 | 95
CCCNC(=O)Nc1ccc(C(F)(F)F)cc1 | 2 | 96 | -0.2 | 8 | 97 | 5 | 97 | 7 | 94 | 96 | 96
O=c1c(Cc2c(F)cccc2Cl)c(O)ccn1CCc1ccccn1 | 17 | 95 | 0.1 | 0 | 102 | 16 | 100 | 5 | 99 | 99 | 96
O=C(CCN1C(=O)C2C3C=CC(C3)C2C1=O)Nc1ccc2ncccc2c1 (stereo unspecified) | 10 | 103 | 0.7 | 5 | 107 | . | 109 | 10 | 104 | 114 | 111
Cc1nc2nc(SCC(=O)O)nn2c(C)c1Cc1c(F)cccc1Cl | -6 | 70* | 0.6 | 4 | 78* | -31 | 73* | 12 | 78* | 72* | 87
COCCN1C(=O)c2oc3ccccc3c(=O)c2C1c1cccc(O)c1 (stereo unspecified) | 14 | 98 | 0.3 | 2 | 96 | . | 98 | 6 | 97 | 98 | 96
SMILES | Mcl1 Noxa PPI | Rac1 act GTP bind | ABCB1 block | ABCG2 block | Rac1 wt GTP bind | Pf gamet viab | Rab2A wt mod | Avidin fluor | HRas wt GTP | Cdc42 wt | Rab7 wt modul
Cc1cccc(NC(=O)NCCc2c[nH]c3ccccc23)c1 | 3 | 97 | -0.1 | 0 | 98 | . | 95 | 22 | 94 | 94 | 92
CCN1CCC2(CC1)C(C#N)=C(N)Oc1c2sc2nc(C)cc(C)c12 | 2 | 98 | -1.6 | 1 | 101 | -17 | 97 | 5 | 97 | 99 | 98
CCCc1[nH]nc2c1C(/C(C)=C/c1ccccc1)C(C#N)=C(N)O2 (stereo unspecified) | 24 | 97 | 0.4 | 5 | 98 | . | 98 | 21 | 101 | 97 | 99
CC(=O)N1C(=O)C(=C2C=C(C)OC(C)=C2)c2ccccc21 | -4 | 94 | 1.1 | 8 | 97 | -10 | 96 | 10 | 98 | 97 | 97
COc1ccc(CCn2c(C(C)C)nc3c(c(=O)c4ccccc4n3C)c2=O)cc1 | -19 | 95 | 5.2 | 28 | 91 | . | 77* | 15 | 85 | 99 | 96
CCOc1cc(CNCCO)c(Cl)cc1OCC(=O)NCCc1ccccc1 | 1 | 102 | 0.0 | 1 | 110 | . | 102 | 30 | 103 | 105 | 101
COc1ccc(NC(=S)Nc2ccccc2F)c(OC)c1 | -8 | 94 | 0.5 | 3 | 104 | . | 97 | 7 | 101 | 99 | 99
CCCCn1c(SCC(N)=O)nc2ccc(N3CCOCC3)cc2c1=O | -3 | 101 | 0.9 | 6 | 106 | 7 | 104 | . | 105 | 106 | 104
CC(C)CCn1c(S(=O)(=O)O)nc2ccccc21 | 15 | 94 | 0.0 | 0 | 95 | . | 95 | 40 | 96 | 96 | 96
COc1c(S(=O)(=O)N2CCN(c3ccc(F)cc3)CC2)ccc(Cl)c1Cl | 12 | 99 | 0.6 | 10 | 102 | 7 | 102 | 12 | 101 | 99 | 99
N/C(=N\c1nc2ccccc2o1)NC(=O)C(Cc1ccccc1)N1C(=O)c2ccccc2C1=O (stereo unspecified) | -39 | 99 | 1.3 | 2 | 100 | . | 103 | 8 | 102 | 102 | 100
COCCCN1C(=O)c2ccc(C(=O)Nc3ccc(OC)cc3OC)cc2C1=O | 26 | 99 | 1.0 | 8 | 103 | 11 | 102 | 19 | 101 | 103 | 102
O=[N+]([O-])c1ccc(C2CCCC/C2=N/OCc2ccccc2F)c([N+](=O)[O-])c1 (stereo unspecified) | 1 | 99 | 1.8 | 8 | 101 | 11 | 96 | 8 | 99 | 99 | 96
Cc1nn(Cc2ccccc2)c(=O)c2nn(-c3ccc(Cl)cc3)c(C)c12 | 0 | 98 | 1.6 | 10 | 101 | 6 | 99 | 4 | 103 | 100 | 102
O=S(=O)([O-])CCC[n+]1c(SCCCS(=O)(=O)O)sc2ccc(Cl)cc21 | 17 | 97 | -0.1 | -1 | 100 | -10 | 99 | 9 | 98 | 98 | 98
O=C(NCc1cccnc1)C1c2ccccc2C(=O)N1C1CCCCCC1 (stereo unspecified) | -3 | 103 | . | . | 107 | . | 103 | 4 | 105 | 107 | 105
Cc1cn(-c2ccccc2)c(C)c1/C=N\Nc1nc(N2CCOCC2)nc(N2CCOCC2)n1 | -1 | 99 | 0.7 | 3 | 100 | -14 | 97 | 12 | 99 | 100 | 97
CN1c2ccccc2C2(C)CCCC3=Cc4cccc([N+](=O)[O-])c4OC312 (stereo unspecified) | 9 | 98 | 0.5 | 3 | 100 | . | 97 | 7 | 100 | 101 | 98
CSC1=C(C#N)C(c2ccccc2Cl)C2=C(N1)c1ccccc1C2=O (stereo unspecified) | 32 | 99 | 0.9 | 6 | 98 | -12 | 100 | 15 | 99 | 98 | 100
O=C(O)CN(c1ccccc1[N+](=O)[O-])S(=O)(=O)c1ccccc1 | -13 | 96 | 0.5 | 0 | 99 | 10 | 100 | 11 | 94 | 97 | 100
C=CCN=C(NC#N)SCCc1ccccc1 | 1 | 99 | 0.0 | 0 | 107 | . | 97 | 26 | 98 | 102 | 100
c1ccc(-c2ccc(-c3[nH]ncc3CN3CCC(N4CCSCC4)CC3)cc2)cc1 | 13 | 98 | 0.2 | 0 | 103 | 15 | 98 | 12 | 98 | 98 | 98
O=C1Nc2ccc([N+](=O)[O-])cc2OC1CCN1CCCC1 (stereo unspecified) | -15 | 94 | 1.5 | 22 | 91 | -2 | 94 | 10 | 94 | 95 | 93
O=C(C1CCCN(Cc2cccs2)C1)N1CCCCCC1 (stereo unspecified) | 2 | 100 | 0.9 | 12 | 107 | . | 103 | 28 | 102 | 102 | 100
CCOC(=O)CSC1=C(C#N)C(c2ccccc2)C(C(C)=O)=C(C)N1 (stereo unspecified) | 6 | 96 | 0.4 | 1 | 102 | . | 99 | 9 | 99 | 102 | 98
CCOc1cc(Cl)c(NC(=O)c2ccco2)cc1OCC | 15 | 99 | 1.0 | 9 | 104 | -3 | 98 | 8 | 102 | 102 | 104
O=C(Nc1ccc(F)cc1)Nc1ccccc1F | 17 | 96 | 0.6 | 23 | 100 | 2 | 95 | 11 | 100 | 100 | 92
COc1ccc(NC(=S)Nc2ccc(C)c(Cl)c2)cc1OC | 10 | 88 | -0.2 | -1 | 86 | -13 | 92 | 3 | 93 | 89 | 99
